Screening results from PubChem.
DNMT1 inh: DNMT1 (human) enzyme inhibition | P26358 | DNMT1 molecular beacon, Hinp1I cleavage, fluorescence | actives 0.83% (n = 360,000) | inhibition (reported as % activation of signal), % at 10 µM; in the data active = inhibition above about 50%
Tb MetRS inh: Trypanosoma brucei MetRS inhibition. inhibition, % at 11.9 µM. AID 624268. purified T. brucei MetRS, ATP depletion, Kinase-Glo luminescence. actives 0.4% (n = 360,000);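 active = inhibition above a per-plate cutoff of the control wells' mean inhibition plus 3 SD, cut at about 5.5% in these data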;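 also: 0% = DMSO wells median and 100% = median of wells with control inhibitor compound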
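Dosing: 11.9 µM compound single dose, 0.9% DMSO; Assay system: purified T. brucei MetRS enzyme; Measured by: Kinase-Glo luciferase luminescence reporting remaining unconsumed ATP; Schedule: 15 min plus 2 h at 25 °C.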
NRP1-CendR mod: NRP-1/CendR interaction modulation; FAM-RPARPAR peptide binding to NRP-1, fluorescence polarization; inhibition, % at 25 µM; actives 0.85% (n = 360,000);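 active = inhibition or corrected inhibition above about 18%, plus a signal ratio from 0.5 to 1.5, limit read from the data, passing the limit was not always enough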; also: strong numbers were not always called active
LMPTP block: LMPTP (human) inhibition. recombinant LMPTP-A, OMFP fluorogenic substrate, fluorescence intensity. P24666. inhibition, % at 20 µM. AID 651560. actives 0.22% (n = 360,000);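 active = compounds that cut the enzyme signal by at least half of the control window in the single-dose screen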;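 also: plate controls were DMSO wells with enzyme plus substrate for no effect and substrate without enzyme for full effect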
Target sequence (P24666 whole entry, looked up): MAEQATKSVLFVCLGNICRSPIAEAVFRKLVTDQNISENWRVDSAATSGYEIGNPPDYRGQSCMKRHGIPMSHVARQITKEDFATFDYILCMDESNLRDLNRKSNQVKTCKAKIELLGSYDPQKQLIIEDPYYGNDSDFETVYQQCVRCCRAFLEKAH
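Test system: LMPTP-A phosphatase enzyme. Amount: LMPTP-A at 0.625 nM final in the reaction. Reagent: OMFP substrate, 400 µM final. Times: 50 min at room temperature. Signal: endpoint fluorescence intensity from OMFP dephosphorylation. Read-out basis: % inhibition. Benchmarks: no-enzyme and uninhibited controls.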
Scp1 inh: Scp-1 (human) phosphatase inhibition; Recombinant Scp1, phosphopeptide, malachite green phosphate absorbance; actives 0.88% (n = 340,000); AID 493091; Q9GZU7; inhibition, % at 20 µM;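 active = inhibition above about 50% at 20 µM, limit read from the data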;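 also: plate controls were DMSO wells with enzyme for no effect and wells lacking enzyme for full effect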
Target sequence (Q9GZU7 76-261 limits assumed): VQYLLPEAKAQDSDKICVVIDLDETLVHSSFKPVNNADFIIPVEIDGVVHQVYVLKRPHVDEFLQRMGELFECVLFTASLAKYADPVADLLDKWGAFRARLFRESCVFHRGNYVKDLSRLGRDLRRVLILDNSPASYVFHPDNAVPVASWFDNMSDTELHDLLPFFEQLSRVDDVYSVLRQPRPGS
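Assay system: SCP-1 catalytic fragment, aa 76-261 | Buffer or medium: Tris acetate buffer pH 5.5 with MgCl2 and Tween-20 | Compound: One concentration, 20 µM, with 1.0% DMSO | Also added: Phospho 17-mer peptide substrate | Signal: Absorbance at 630 nm | Incubation: 45 min enzyme reaction at room temperature | Measure: % inhibition of SCP-1 phosphate liberation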
NadD block: blocks S. aureus nicotinate mononucleotide adenylyltransferase; purified NadD enzyme, colorimetric absorbance read-out; inhibition, % at 20 µM; actives 0.78% (n = 360,000); in the data active = inhibition above about 26%; also: some compounds past the cut are filed as inactive
SKN-1 inh: inhibitors of C. elegans SKN-1 | C. elegans VP596 Pgst-4::GFP/RFP ratio, acrylamide-induced, 24 h | inhibition, % at 21.8 µM | actives 0.49% (n = 360,000);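 active = interference check ratio from 0.5 to 1.5 plus GFP to RFP signal ratio inhibition reaching or exceeding a fixed threshold, cut at about 30% in these data, passing the limit was not always enough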; also: some compounds called inactive have numbers as strong as hits
Neddylation inh: blocks human cullin neddylation; P61081+Q13564; TR-FRET cullin neddylation, biochemical; calls only at 25 µM; actives 0.58% (n = 360,000); AID 651699; in the data active = inhibition above about 36%
SUMO1 PPI mod: SUMO1-SIM interaction modulation; inhibition, % at 20 µM; SUMO1 binding to a labelled peptide, TR-FRET, 1 h; P63165; actives 0.33% (n = 360,000); in the data active = inhibition above about 37%
Target sequence (P63165 whole entry, looked up): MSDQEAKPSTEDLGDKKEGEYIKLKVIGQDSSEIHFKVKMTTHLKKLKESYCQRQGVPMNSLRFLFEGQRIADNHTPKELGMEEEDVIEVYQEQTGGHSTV
STEP inh: STEP (human) phosphatase inhibition. actives 0.25% (n = 360,000). inhibition, % at 20 µM. P54829. recombinant STEP, OMFP fluorogenic substrate, fluorescence;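 active = inhibition at 20 µM, scaled per plate between control wells, above about 37%, limit read from the data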;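 also: 0% = DMSO with enzyme and substrate and 100% = substrate only without enzyme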
Target sequence (P54829 whole entry, looked up): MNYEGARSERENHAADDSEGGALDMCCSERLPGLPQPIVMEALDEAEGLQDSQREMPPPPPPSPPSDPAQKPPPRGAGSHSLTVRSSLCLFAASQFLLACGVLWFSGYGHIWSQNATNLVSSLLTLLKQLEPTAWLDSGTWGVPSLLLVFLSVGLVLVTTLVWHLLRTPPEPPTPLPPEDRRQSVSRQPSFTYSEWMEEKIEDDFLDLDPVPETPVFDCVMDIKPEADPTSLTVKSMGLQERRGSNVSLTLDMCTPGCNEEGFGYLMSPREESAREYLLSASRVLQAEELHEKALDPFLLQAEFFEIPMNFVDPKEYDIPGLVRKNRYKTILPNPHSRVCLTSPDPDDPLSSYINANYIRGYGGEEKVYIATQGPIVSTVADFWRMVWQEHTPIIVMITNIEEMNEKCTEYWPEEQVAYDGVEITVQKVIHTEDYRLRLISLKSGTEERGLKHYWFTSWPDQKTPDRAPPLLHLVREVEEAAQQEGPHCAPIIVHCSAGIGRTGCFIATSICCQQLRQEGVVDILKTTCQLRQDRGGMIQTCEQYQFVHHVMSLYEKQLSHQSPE
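Test system: STEP tyrosine phosphatase / Reagent: OMFP at 25 µM / Doses: 20 µM, 1% DMSO / Read-out: percent inhibition scaled to no-enzyme and uninhibited-enzyme controls, plate-pattern corrected / Detection: FITC-channel fluorescence of OMFP product / Medium: Bis-Tris buffer pH 6.0, 2.5 mM DTT, 0.005% Tween 20 / Schedule: 20 min at room temperature, dark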
Starred values were filed as active, the others as inactive; i = inactive; nt = not tested or not shown; & = joins results of further samples.

SMILES	DNMT1 inh	Tb MetRS inh	NRP1-CendR mod	LMPTP block	Scp1 inh	NadD block	SKN-1 inh	Neddylation inh	SUMO1 PPI mod	STEP inh
O=C(COC(=O)c1ccc(Cl)nc1)NCc1ccc2c(c1)OCO2	-2	0.6	-6	0.7	4	1	-3	i	0	-1
COc1cc(/C=N/NC(N)=O)ccc1OCC(=O)Nc1ccc(C)c(C)c1	4	-1.4	0	0.0	9	1	-6	i	0	-4
CCC(Sc1nc(C)cc(C)n1)C(=O)NC1=NN=C(c2ccc(C)cc2)CS1 (stereo unspecified)	-10	0.0	-7	0.1	0	9	7	i	1	6
CN(C(=O)c1cc([N+](=O)[O-])ccc1NCc1cccnc1)c1ccccc1	0	0.7	17	-0.1	6	-2	0	i	-22	0
Cc1c(-c2ccccc2)oc2c(C(=O)OCC(=O)Nc3ccc(C(N)=O)cc3)cccc2c1=O	-1	-0.4	15	1.0	-7	1	0	i	1	-3
CCOC(=O)C(=CNc1ccc(C#N)cc1)C(=O)OCC	-2	-0.6	9	1.9	-1	-6	-17	i	3	-4
C=C(C)CNC(=S)N1CCN(C(c2ccccc2)c2ccccc2)CC1	2	-0.5	-15	0.5	-10	-7	0	i	44*	0
O=C(COC(=O)Cn1cnc2ccccc21)NCCc1ccccc1	-3	-0.8	11	-0.1	3	1	8	i	-1	-5
CCC(=O)Nc1ccc2c(c1)nc(CN1CCCCC1)n2C	1	-0.8	-9	-1.1	12	2	-1	i	6	-2
Cc1ccccc1NC(=O)Cc1nc(COC(=O)c2nccnc2N)cs1	-10	-0.5	-23	5.6	nt	14	14	i	-2	0
NC(=O)c1ccccc1N=Cc1ccc2ccccc2c1	7	-0.4	1	-1.6	-7	2	1	nt	-1	-4
Cc1cc(C)nc(N/N=C/c2sccc2C)n1	-2	1.6	-14	0.9	6	-2	-3	i	-5	-3
O=C(NCCCn1ccnc1)c1cn(-c2ccccc2)nc1-c1ccccc1	5	-0.1	8	-2.2	-1	-2	9	i	-1	0
O=C(Nc1ccc(S(=O)(=O)N2CCOCC2)cc1)c1ccccc1Br	41	-0.5	5	-2.0	-2	-6	14	i	0	-3
C=CCOC(=O)C1=C(C)NC(SCC(=O)N(CC)CC)=C(C#N)C1c1ccco1 (stereo unspecified)	-1&-9	0.3&-1.4	4&1	0.4&2.0	-5&-3	1&2	5&-33	i	-1&-5	-4&2
Cc1cc(C)nc(N/N=C/c2ccc3c(c2)OCCO3)n1	0	0.0	16	-0.4	-5	1	3	i	-7	1
N#C/C(=C/c1ccc(OC(=O)c2ccc(Br)s2)cc1)c1nc2ccccc2[nH]1	85*	-0.3	-7	32	96*	24	-6	i	8	27
COC(=O)c1cc(C(=O)OC)n(Cc2ccc(C)cc2)c1C	25	-0.7	-14	0.5	20	-3	7	i	1	1
COc1ccc(-c2nn3cnnc3s2)cc1OC	2	-0.6	1	-1.6	-3	-4	23	i	-6	20
COc1ccc(C#Cc2ccc3c(c2)c(=O)c2ccccc2n3C)cc1	-6	-0.4	2	6.1	-11	3	18	i	4	2
Cc1ccccc1OCC(=O)N(Cc1ccco1)c1c(N)n(Cc2ccccc2)c(=O)[nH]c1=O	-5	-0.2	-11	-0.1	-10	7	-4	i	2	-1
CC1(C)Cc2ccccc2-c2nc3ccccc3c(=O)n21	1	-0.6	18	2.0	3	7	16	i	3	-2
O=S(=O)(Nc1nc(-c2sccc2Cl)cs1)c1cc(Cl)ccc1Cl	42	-1.4	-73	1.4	-8	22	4	i	26	-3
CC(=O)Nc1ccc(Br)cc1C(=O)C(=O)O	5	0.0	11	-1.8	1	1	8	i	-2	0
O=C(CN1CCN(c2ccc(F)cc2)CC1)Nc1ccc(F)c(F)c1	0	-0.8	-3	-1.3	2	-4	0	i	-2	5
CC(=O)Nc1ccc(OCC(=O)NCc2ccc3c(c2)OCO3)cc1	-5	0.4	6	-0.1	-1	-1	-1	i	1	-3
Nc1ccc2nc3c(c(Cl)c2c1)CCCC3	-13	0.8	18	3.3	-7	2	-6	nt	-6	0
CC1(C)CC(=O)C=C(NC2CC(C)(C)NC(C)(C)C2)C1	-1	-0.7	-5	0.0	-2	2	4	i	2	1
CCN(c1ccccc1)S(=O)(=O)c1ccc(OC)c(NS(=O)(=O)c2cccs2)c1	0	-0.7	1	0.6	-4	-10	-8	i	1	-1
CCn1nccc1NC(=O)c1csc([C@@H]2C[C@H](O)[C@@H](CO)O2)n1	2	-0.2	-5	-1.3	nt	-7	14	i	1	2
Cc1ccccc1OCC(=O)Nc1ccccc1NC(=O)c1ccco1	2	-0.4	9	-0.2	-3	-1	2	i	2	-1
O=C(CNC(=O)c1ccccc1Cl)N/N=C/C=C/c1ccccc1	-3	-0.5	-7	0.2	-3	-1	-1	i	-11	-3
C=CCN(CC=C)C(=O)c1cccc(OC2CCN(S(=O)(=O)N(C)C)CC2)c1	1	0.5	4	-0.6	-8	-4	-1	i	2	2
CC1=C(C(=O)OCC2CCCO2)C(c2coc3ccccc3c2=O)C2=C(CC(C)(C)CC2=O)N1 (stereo unspecified)	3	0.1	-15	0.4	-4	0	-16	i	0	-1
Cc1ccc(S(=O)(=O)CC(=O)Nc2ccc(F)c(F)c2F)cc1	-2	0.5	-12	-2.2	-10	-1	3	i	3	-3
Cc1ccccc1CNC(=O)C(=O)Nc1nccs1	-4	-0.3	-6	0.7	-5	2	-15	i	0	-3
O=C(NCCCCc1ccccc1)c1ccccc1Cl	2	-1.2	2	-1.1	-10	-5	-4	i	2	-1
CC(=O)N1C(=O)NC2=C(C(=O)CCC2)C1c1cccc([N+](=O)[O-])c1 (stereo unspecified)	1	0.0	5	-0.6	-3	-6	1	i	-12	0
COC(=O)Cc1ccc(OC2(C)CCN(Cc3ccc4c(c3)OCCO4)C2)cc1 (stereo unspecified)	-2	-0.5	-17	0.0	nt	-7	1	i	0	1
O=C(O)c1nnsc1-c1csnn1	1	-0.3	-2	0.4	-5	0	-9	i	0	0
BrCCOCCOc1ccc2ccccc2c1	2	-0.3	-14	-1.1	-4	-1	19	i	2	-1
Cn1c(=O)c2[nH]c(CCCCc3nc4ccccc4[nH]3)nc2n(C)c1=O	7	-0.1	14	3.3	-5	-3	16	i	2	0
O=C(CC1C(=O)NCCN1C(=O)Nc1ccccc1)Nc1ccc2c(c1)OCO2 (stereo unspecified)	-10	-0.9	-5	-1.7	5	3	1	i	-2	-4
COc1ccc2c(c1)CC/C(=C\c1ccc(OC)c(Cn3nc(C)cc3C)c1)C2=O	-4	-0.1	-1	6.7	13	8	0	i	-14	2
O=[N+]([O-])c1ccc(N/N=C2\CC3CC=CC23)cc1 (stereo unspecified)	-3	-1.4	14	3.1	0	3	28	i	-16	-2
N#Cc1ccc(OCC(=O)OCC(=O)Nc2ccc(N3CCOCC3)cc2)cc1	-2	-0.1	6	-0.4	-3	-3	4	i	3	-4
O=C(NCCN1CCCCCC1)C1CC(=O)N(CCc2ccccc2)C1 (stereo unspecified)	0	-0.3	1	-1.5	-3	-4	5	i	-9	-3
CC(=O)N1CCCc2ccc(NS(=O)(=O)c3ccc(C)cc3)cc21	-4	-0.3	-8	-0.9	-6	-2	-10	i	1	-2
COc1ccc(OCC(=O)NN2Cc3ccccc3C2=N)cc1	-1	-0.9	3	-0.8	3	-1	-15	i	-2	-1
S=C(Nc1ccc(Cl)cc1)N(CCCN1CCOCC1)Cc1ccco1	1	-0.3	4	-5.4	3	1	-5	i	-1	-2
Cc1ccn2c(C(=O)N/N=C\c3cccs3)c(C)nc2c1	4	-0.4	-4	-2.3	-4	-4	8	i	-8	-4
CCCCC1CCC(C(=O)Nc2ccc(S(=O)(=O)Nc3nccs3)cc2)CC1 (stereo unspecified)	26	-0.5	-4	1.6	-8	33*	4	i	-1	0
COc1ccc(NS(=O)(=O)c2ccc(N3CCOCC3)c(NC(=O)/C=C/C(=O)O)c2)cc1	18	-0.1	-5	-1.2	20	5	6	i	-3	2
Cc1nc2ccc(NC(=O)C3(C)CCCN(C(C)C)C3)cc2o1 (stereo unspecified)	10	-0.1	7	-1.3	nt	-1	-1	i	-4	-3
CCCCc1nc(SCC(=O)Nc2ncccn2)n[nH]1	-1	0.0	1	-1.3	-7	9	-18	i	1	-4
Cc1ccc(C)c(OCCn2cc(C(=O)O)c3ccccc32)c1	-2	-0.1	2	1.0	-14	-11	0	i	5	-1
Cc1cc(C)c2c(N)c(C(=O)Nc3ccccc3Br)sc2n1	16	-1.2	-7	4.3	-5	-4	-7	nt	-4	-2
CCc1nc2ccc(C(=O)NCCCN3CCCC3=O)cn2c1N(C)Cc1ccc(OC)cc1	-2	-0.3	-5	0.0	nt	1	5	i	5	-2
CCc1ccc(N2C(=O)CN(CC(=O)OC)C2=S)cc1	0	0.5	5	-0.3	-9	2	3	i	0	-3
COCCNC(=O)CSc1nc2cc(OC)c(OC)cc2c(=O)n1CCC1=CCCCC1	-4	-0.6	-12	-0.1	-8	-2	-13	i	-7	13

(further entries)
SMILES	DNMT1 inh	Tb MetRS inh	NRP1-CendR mod	LMPTP block	Scp1 inh	NadD block	SKN-1 inh	Neddylation inh	SUMO1 PPI mod	STEP inh
Cc1ccn2cc(CCNC(=O)COc3ccccc3)nc2c1	2	-0.8	-5	-1.0	-11	-7	-13	i	1	-1
CN(C(=O)c1ccc(OC2CCN(Cc3ccccn3)CC2)cc1)C1CCCCC1	2	-0.1	-34	0.6	-4	1	3	i	-1	-1
COc1ccccc1CNC(=O)c1cc(-c2ccc(F)cc2C)n[nH]1	5	-0.3	-9	0.0	nt	0	7	i	6	-2
Cc1ccc(/C=N/NC(=O)c2ccc(NC(=O)c3ccccc3Cl)cc2)o1	-2	-0.3	3	-1.1	-7	-6	2	i	1	2
CCOC(=O)C1(C)C=C(Nc2ccccc2)C(=O)N1c1ccccc1 (stereo unspecified)	2	0.0	-3	2.4	-2	-6	-3	i	0	1
c1ccc(-c2nnnn2-c2ccccc2)cc1	1	0.2	12	-1.3	-5	3	9	i	-3	0
